# FLuc stim CS – FLuc activators, initial screening, artefact control for FLuc-dependent activation tests, biochemical, ATPlite luminescence | ATPlite luciferase biochemical, 10 min; 0 = ATP-free wells, 1 = DMSO control | activation factor at 10 µM | 200,000 tested, under 10 active | AID 1027, 2008;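 active means luciferase activation factor, scaled between plate controls, of at least 2 with compound at 10 µM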
# Target sequence (P08659 whole entry, looked up): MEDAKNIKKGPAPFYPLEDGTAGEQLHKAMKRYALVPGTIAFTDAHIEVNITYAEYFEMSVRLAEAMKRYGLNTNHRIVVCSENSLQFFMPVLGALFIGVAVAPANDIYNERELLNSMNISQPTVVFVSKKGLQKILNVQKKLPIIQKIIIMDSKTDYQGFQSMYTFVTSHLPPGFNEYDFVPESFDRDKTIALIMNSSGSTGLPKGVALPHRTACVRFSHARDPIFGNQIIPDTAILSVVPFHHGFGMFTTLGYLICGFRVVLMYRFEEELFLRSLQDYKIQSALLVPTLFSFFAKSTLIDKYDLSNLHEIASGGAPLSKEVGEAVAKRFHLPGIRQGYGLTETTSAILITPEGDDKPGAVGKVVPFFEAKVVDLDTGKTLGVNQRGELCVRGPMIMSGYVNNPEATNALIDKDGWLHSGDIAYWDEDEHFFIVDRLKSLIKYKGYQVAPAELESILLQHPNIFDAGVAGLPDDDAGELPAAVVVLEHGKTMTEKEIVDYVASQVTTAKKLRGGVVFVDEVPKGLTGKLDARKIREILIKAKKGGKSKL
#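 test system = cell-free luciferase reagent | medium = PBS as buffer for the ATP substrate | dosing = test compounds dosed from 2 mM stocks in 100% DMSO | incubation = 10 min at ambient temperature | detection = luminescence measurement of luciferase light output | benchmarks = low control with PBS replacing ATP, high control enzyme plus ATP without compound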
# STAT1 inh – STAT1 signaling inhibitors, primary screen, cell-based, HTS, luciferase reporter | NIH 3T3 STAT1-luciferase reporter, IFN-gamma, luminescence | actives 0.35% (n = 200,000) | inhibition, % at 5.5 µM;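 active means inhibition above a set limit, the mean inhibition across all tested compounds plus 3 SD, cut at about 34% in these data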;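 further: 0% = IFN-gamma with DMSO and 100% = IFN-gamma with 300 µM nifuroxazide; values of inactives mirror those of a sister screen read the other way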
# STAT3 blocker – IL-6 driven STAT3 reporter inhibitors, primary screen, U3A cells, luciferase, luminescence, MLSCN library; IL-6 STAT3-luciferase reporter; host cell line lacks STAT1; inhibition, % at 5.5 µM; actives 0.89% (n = 190,000); AID 862, 2007;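 active means inhibition above the mean inhibition across all screened compounds plus 3 SD, cut at about 44% in these data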;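 further: 0% = DMSO only wells and 100% = 100 µM nifuroxazide control wells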
# STAT1 act – STAT1 signaling activators, primary screen, cell-based, HTS, luciferase reporter | NIH 3T3 STAT1-luciferase reporter, IFN-gamma, luminescence; 100% = IFN-gamma alone, no compound | actives 2.6% (n = 200,000) | activation (% of control), % at 5.5 µM;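 active means activation above the screen-wide mean activation plus 3 SD, cut at about 130% in these data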;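 further: raw ratio to IFN-gamma control signal so 100% means no change and 0% no light; values of inactives mirror those of a sister screen read the other way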
# FLuc inh counter – firefly luciferase enzyme inhibitors, primary screen, artefact control for luciferase-based inhibitor screens, biochemical, luminescence, ATPLite; Luciferin 4-monooxygenase (Photinus pyralis), P08659; 10 min; inhibition, % at 10 µM; actives 1.5% (n = 200,000);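 active means inhibition above about 50% when tested at 10 µM, limit read from the data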
# NF-kB expr up – activators of NF-kB expression in neurons, primary screen, cell-based, HTS. human neuronal cells, NF-kB reporter expression; hits give high values. fold change at 12.5 µM. actives 1.6% (n = 190,000). AID 1239, 2008; in the data active means fold change above about 3.3
# APP 5'UTR act – activators of APP 5'UTR luciferase reporter, primary screen, SH-SY5Y cells | SH-SY5Y APP 5'UTR luciferase reporter, luminescence; zero percent = DMSO vehicle wells | activation, % at 2 µM | actives 1% (n = 190,000) | AID 1276, 2008;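 active means activation above a set limit, based on mean plus 3 SD of controls, cut at about 140% in these data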; further: values of inactives mirror those of a sister screen read the other way
# ROMK mod – ROMK potassium channel modulators, primary screen, cell-based, thallium flux, MLSMR library; Tet-inducible ROMK, thallium flux fluorescence; actives lie on both sides; B-score at 10 µM; actives 2% (n = 130,000); AID 1918, 2009;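 active means signal ratio slope over the read window, or its plate-corrected B-score, at least 3 SD from the plate mean, either direction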;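 further: B-score of the F/F0 ratio slope over 7 to 12 s after thallium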
# Target sequence (P48048 whole entry, looked up): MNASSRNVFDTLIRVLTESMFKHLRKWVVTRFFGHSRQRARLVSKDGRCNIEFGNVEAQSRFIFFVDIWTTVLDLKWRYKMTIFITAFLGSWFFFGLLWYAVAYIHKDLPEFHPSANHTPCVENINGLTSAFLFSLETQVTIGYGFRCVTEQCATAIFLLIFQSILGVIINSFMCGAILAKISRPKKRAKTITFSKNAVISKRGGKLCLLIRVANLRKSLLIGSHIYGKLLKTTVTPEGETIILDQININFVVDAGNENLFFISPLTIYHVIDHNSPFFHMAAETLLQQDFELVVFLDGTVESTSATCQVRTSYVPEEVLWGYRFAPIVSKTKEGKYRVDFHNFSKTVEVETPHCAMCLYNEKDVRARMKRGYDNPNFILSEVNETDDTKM
# APP transl inh – inhibitors of APP translation via 5'UTR reporter, primary screen, APP 5'UTR luciferase, SH-SY5Y cells. inhibition, % at 2 µM. SH-SY5Y APP 5'UTR-luciferase reporter, luminescence. actives 0.82% (n = 190,000). AID 1285, 2008;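 active means inhibition above a set limit, derived from the sample mean plus 3 SD, cut at about 45% in these data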; further: values of inactives mirror those of a sister screen read the other way
# STAT3 activator – IL-6 driven STAT3 reporter potentiators, primary screen, U3A cells, luciferase, luminescence, MLSCN library; IL-6 STAT3-luciferase reporter; 100% = signal with IL-6 EC80 alone; activation (% of control), % at 5.6 µM; actives 0.91% (n = 190,000);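 active means activation above the screen-wide mean of compound activation plus 3 SD, cut at about 130% in these data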;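 further: 0% = background luminescence of wells with medium and substrate only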
#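 Detection: reporter luminescence signal / Assay system: STAT1-lacking human U3A cells, STAT3 luciferase reporter / Incubation: compound pre-incubation 1 h before IL-6, then 6 h stimulation at 37 °C / Control set: IL-6-only high control / Read-out: % activation relative to IL-6 control / Probe or stimulus: Interleukin-6, 33 ng/mL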
# The depositor's hits bear a star; x = not tested or not shown.
SMILES,FLuc stim CS,STAT1 inh,STAT3 blocker,STAT1 act,FLuc inh counter,NF-kB expr up,APP 5'UTR act,ROMK mod,APP transl inh,STAT3 activator
CC1CN(S(=O)(=O)c2ccc(C(=O)Nc3nc(-c4cc5ccccc5o4)cs3)cc2)CC(C)O1 (configuration not stated),1.1,8,0,93,-11,1.1,-7,-0.56,7,100
COC(=O)c1c(C)oc2ccc(NS(=O)(=O)c3cccs3)cc12,1.1,7,14,110,-9,0.89,15,-4*,-15,90
CCOC(=O)C1CCCN(C(=O)c2ccc([N+](=O)[O-])cc2)C1 (configuration not stated),1,8,18,93,-2,1.5,-11,0.26,11,88
Cn1cnc([N+](=O)[O-])c1Nc1cccc(O)c1,1,11,1,90,4,1.2,6,x,-6,101
CC(=O)O/N=C/c1c(Cl)n(C)c2ccccc12,1.1,4,20,96,-7,1.3,-7,-0.89,7,90
CC1CC(=O)Nc2ccccc2N1C(=O)CN1CCN(C=O)CC1 (configuration not stated),1,3,-2,97,-2,1.4,-12,1.4,12,104
CCOc1ccc2[nH]cc(C(=O)N3CCN(CC)CC3)c(=O)c2c1,1,1,5,99,-4,1.3,-5,x,5,99
N=c1n(Cc2ccccc2)c2ccccc2n1Cc1ccccc1,1.1,14,-2,88,-8,0.74,3,-3.6*,-3,106
O=C(CS(=O)(=O)Cc1ccccc1)N1CCN(c2cccc(C(F)(F)F)c2)CC1,1.1,-1,11,101,-6,0.92,6,-3.2*,-6,94
CCOC(=O)CN=C/C(C(C)=O)=C(/C)O,1.1,-7,18,106,-8,1.4,3,0.3,-3,94
CCN1CCN(Cc2nc3c(c(=O)n(C)c(=O)n3C)n2CCc2ccccc2)CC1,1,-7,1,106,-4,1.1,-30,-0.034,30,99
COc1ccc(CN2CCCC(C(=O)c3cccc(OC(C)C)c3)C2)cc1Cn1cccn1 (configuration not stated),1.1,8,-8,91,-8,0.9,4,-1.2,-4,111
CCCc1nn(C)c2c1C(c1cccnc1)C(C#N)=C(N)O2 (configuration not stated),1.1,2,7,98,-8,0.93,-6,0.59,6,99
CCS(=O)(=O)N1CCCC(C(=O)NCCCN2CCCC2=O)C1 (configuration not stated),1,-6,-3,106,-4,1,-14,x,14,105
Cc1ccc(C2NCCS2)cc1 (configuration not stated),1.1,-1,1,100,-5,1.3,21,x,-21,102
CS(=O)(=O)N1N=C(c2cccs2)CC1c1ccco1 (configuration not stated),1.1,2,-1,96,-6,1.8,-16,-0.24,16,103
CCCCC1S/C(=N/N=C/c2cccs2)NC1=O (configuration not stated),1,4,-2,96,-4,1,2,x,-2,101
CS(=O)(=O)N1CCCC(C(=O)NCCCN2CCc3ccccc3C2)C1 (configuration not stated),1,-2,-2,102,-2,1,34,x,-34,105
O=C(C1CC(=O)N(c2ccccc2)C1)N1CCN(C2=NS(=O)(=O)c3ccccc32)CC1 (configuration not stated),1,6,9,94,1,1.5,8,x,-8,96
Fc1ccc(-n2c(CN3CCCCC3)n[nH]c2=S)cc1,1.1,8,9,92,-8,0.99,1,0.76,-1,97
CC(=O)NC(=S)Nc1cccc2c(C)cc(C)nc12,1,-1,9,101,0,2.8,-10,0.5,10,93
O=C(NCCc1nc2ccccc2[nH]1)c1ccc(F)cc1,1.1,-8,7,107,-9,1,-10,-0.81,10,98
O=C1NC(=Nc2ccccc2)S/C1=C/c1cccs1,0.6,-22,0,121,45,1.9,55,-0.064,-56,104
CCOC(=O)c1c(/N=C/c2cccc(C)c2O)sc2c1CCN(C)C2,1,6,-30,95,0,1.2,5,x,-5,120
O=c1cccc(-c2ccc(Br)cc2)o1,1,1,18,100,-2,1.1,-5,-0.13,5,90
O=C(NCc1ccccc1)Oc1cccc(Cl)c1,1,-3,-2,103,-3,1.1,12,-0.054,-12,105
COc1ccc(N(C(=O)Cn2nnc(-c3ccc(Cl)cc3)n2)C(C(=O)NCC2CCCO2)c2ccc(C)cc2)cc1 (configuration not stated),1,-5,-7,105,-4,1.7,6,x,-6,111
Cc1ccc(C(=O)NCCn2cc(SCC(=O)N3CCOCC3)c3ccccc32)cc1,1,-1,4,101,1,0.7,-17,x,18,104
CCOCC(=O)OCC(=O)NC12CC3CC(CC(C3)C1)C2,1.1,10,18,90,-7,1,-4,0.41,4,90
CC(C)(C)NC(=O)CSc1nnc(C2CC2)n1Cc1ccccc1,1,2,5,96,-1,1.1,-23,1.6,23,100
O=C(COC(=O)c1ccc(Br)cc1)NCCN1C(=O)CSC1=O,1,-2,3,102,0,1.2,5,-0.48,-5,99
CCN(CC)S(=O)(=O)c1ccc(-c2nnc(SCC(=O)Nc3ccc(OC)c(OC)c3)o2)cc1,1.1,-2,-2,97,-8,1.6,-3,-0.34,3,102
COc1ccc2c(c1OC)C(C1c3c(cc4c(c3OC)OCO4)CCN1C)OC2=O (configuration not stated),0.9,-1,6,104,5,1.1,15,1,-15,98
OCCN1CCN(CC(O)COc2ccc(C34CC5CC(CC(C5)C3)C4)cc2)CC1 (configuration not stated),1,-5,13,105,0,0.77,-4,-0.97,4,96
Cn1ncc(Cl)c1C(=O)NCc1cc(C(C)(C)C)n[nH]1,1.1,1,2,99,-6,0.9,4,x,-4,100
COc1cccc(C(=O)N2CCN(Cc3cccc(F)c3)CC2)c1,1,1,8,99,0,1.2,-9,x,9,97
O=C(CN1CCN(S(=O)(=O)c2ccc(Cl)cc2)CC1)Nc1ccc2c(c1)OCO2,1.1,4,-3,97,-5,0.95,6,0.74,-6,105
CN(C)CCCN(C(=O)c1sc2ccccc2c1Cl)c1nc2c(F)cccc2s1,1,7,-5,93,4,1.1,-2,x,2,100
CCn1cc(/C=N\NC(=O)C2(C)CC2(Cl)Cl)c(C)n1 (configuration not stated),1,-6,-8,106,0,1.1,45,0.027,-45,106
CN(CC(=O)NC1CCCCCC1)S(=O)(=O)c1cnc[nH]1,1,-7,1,105,0,0.95,7,0.25,-7,106
Cn1nnc2cc(C(=O)N3CCC(c4ccccc4)C3)ccc21 (configuration not stated),1.1,-13,-8,108,-12,1.5,11,-0.028,-11,109
COC(=O)C(C)Sc1nc(NCc2ccccc2)nc(N(C)C)n1 (configuration not stated),1,8,18,92,-5,1,1,-0.47,-1,91
COCCNCC(=O)Nc1ccc(C)c(S(=O)(=O)N2CCCCC2)c1,1,13,5,87,0,1.1,13,-0.32,-12,97
c1ccc2c(CN3CCCCC3)csc2c1,1,-2,5,102,-3,1.1,-10,x,10,98
Cc1ccccc1C(=O)NC(=S)Nc1sc2c(c1C#N)CCCC2,1,-5,18,107,4,1.2,6,x,-6,92
CC(=O)Nc1ccc(/C(C)=N/NC(=O)CN(c2ccccc2Br)S(C)(=O)=O)cc1,1,3,26,98,-2,1.1,-9,x,8,80
O=C(O)COc1ccccc1/C=N/NC(=O)c1cccc(S(=O)(=O)Nc2cccc(Cl)c2)c1,1,-5,7,104,-2,1.1,4,-0.065,-4,99
O=C(N/N=C\c1ccc(Cl)s1)c1cccs1,0.9,-19,5,117,8,1.5,30,-1.2,-30,93
CNC(=O)C(=O)Nc1ccc(C)cc1C,1,-15,6,112,-3,1,-6,-0.91,6,101
COc1ccc(Cn2c(C)c(C)c(C#N)c2NC(=O)Nc2ccc(F)cc2)cc1,1.1,-14,-1,113,-5,1.2,-4,x,4,103
CCOC(=O)c1cc(-c2cc3ccccc3o2)n[nH]1,1,-4,0,105,2,0.96,-6,x,6,106
O=C(c1ccc(S(=O)(=O)NCC2CCCO2)cc1)N1CCN(c2ccccc2F)CC1 (configuration not stated),1.1,12,9,88,-5,1.8,5,-0.14,-4,94
CCOc1ccc(N=C2NC(=O)C(CC(=O)Nc3ccc(OC)cc3)S2)cc1 (configuration not stated),1,-3,4,101,-2,0.93,9,0.78,-9,99
CSc1nnc(C)c(/C=C/Nc2ccc(F)cc2)n1,1,-3,6,102,-4,1.2,3,x,-3,100
N#C/C(=C/c1ccccc1)C(=O)NCc1ccccc1,1,0,-3,100,-2,1,0,x,0,102
CCc1nc(SCC(=O)Nc2sc(C)c(C)c2C(=O)OC)c2ccccc2n1,1.1,9,-13,92,-10,1.1,-8,-0.22,8,112
COc1ccc(C(Cl)=C(c2ccc(OC)cc2)c2ccc(OC)cc2)cc1,0.8,9,-1,92,19,1.1,-14,x,14,103
CC(C)(C)n1nnnc1C(c1cc2cc3c(cc2[nH]c1=O)OCO3)N1CCN(c2ccccc2)CC1 (configuration not stated),1.1,4,7,96,-6,0.92,-4,x,4,98
O=C(NCCCn1ccnc1)/C(=C\c1cccnc1)NC(=O)c1cccc(Br)c1,1,-4,-10,104,-2,1,15,0.063,-15,109
Cc1noc(C(=O)N2CCN(c3ccc(F)cc3)CC2)c1Cl,1,9,10,92,0,0.93,-7,x,7,92
# Next section.
SMILES,FLuc stim CS,STAT1 inh,STAT3 blocker,STAT1 act,FLuc inh counter,NF-kB expr up,APP 5'UTR act,ROMK mod,APP transl inh,STAT3 activator
CCOC(=O)c1sc(N=NC2=C(O)CC(C)(C)CC2=O)c(C(=O)OCC)c1C,1.1,5,18,94,-5,0.97,10,-0.56,-10,90
CC(=O)Oc1ccc(N(C(C)=O)S(=O)(=O)c2cccs2)cc1,1,-2,-10,102,-2,1.3,22,0.11,-22,110
S=c1[nH]nc(COc2ccccc2)n1/N=C/C=C/c1ccccc1,1,3,1,97,0,0.97,-15,0.69,15,101
Cc1onc(-c2ccccc2)c1C(=O)NNC(=S)NC(=O)c1ccc(Cl)cc1Cl,1.1,-3,3,103,-6,1,0,x,0,98
COc1ccc(CCNC(=O)COC(=O)CCC(=O)c2ccc(F)cc2)cc1OC,1,3,0,97,-4,1.2,5,0.22,-5,104

# From PubChem BioAssay
